# High-throughput results (PubChem BioAssay)
# XIAP antagonists = XIAP antagonists, biochemical, IAP family, fluorescence polarization (AID 1018) | E3 ubiquitin-protein ligase XIAP (Homo sapiens) | XIAP BIR domain, fluorescence polarization peptide displacement; higher % means a stronger effect | displacement, % at 20 µM, or IC50 in µM where a hit was titrated | 200,000 compounds, 0.007% hits; in the data active = displacement above about 50%; also: a part of the inactive calls stands beside numbers as strong as those of hits
# Salmonella PhoP GFP = inhibitors of PhoP regulon expression, primary screen, Salmonella Typhimurium, GFP reporter (AID 1863). S. Typhimurium PhoP-regulated promoter GFP reporter, 4 h; higher % means a stronger effect. 300,000 compounds, 0.16% hits. one-dose inhibition, % at 50 µM; IC50 in µM for titrated hits;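 active = inhibition over 29.93%, a cutoff 3 SD above the screen mean, later confirmed by dose response; inconclusive = inhibition over 29.93% but no dose response follow-up; inactive = inhibition at most 29.93% or unconfirmed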;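 also: 0% = low Mg2+ inducing control and 100% = high Mg2+ repressing control; strong numbers were not always called active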
# ER stress rescue = rescue of cells from ER stress-induced death, primary screen, 384-well, CSM14.1, thapsigargin, ATP luminescence (AID 1222) | cellular ATP content (survival), % at 20 µM; hits with a dose series show EC50 in µM | CSM14.1 thapsigargin-induced death rescue, ATP luminescence; higher % means a stronger effect | 190,000 tested, under 10 active;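 active = EC50 below 50 µM in the dose-response confirmation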;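 also: death triggered by thapsigargin at about 15 µM added after 2 h compound pretreatment; cell ATP read after overnight thapsigargin exposure of roughly 18 to 22 hours; normalized against plate controls of thapsigargin alone and 5% DMSO vehicle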
# SIAH1 antagonists = Siah-1 peptide-binding antagonists, primary screen, biochemical, fluorescence polarization, rhodamine-plectin, uHTS (AID 1817); 290,000 compounds, 0.02% hits; E3 ubiquitin-protein ligase SIAH1 (Homo sapiens); displacement, % at 20 µM; hits with a dose series show IC50 in µM; Siah-1 / rhodamine-plectin peptide fluorescence polarization; higher % means a stronger effect;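 active = displacement of at least 50% at 20 µM, with a fluorescence ratio check between 0.3 and a set limit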;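 also: plate controls were Siah plus tracer with DMSO for no effect and tracer alone without Siah for full effect; strong numbers were not always called active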
# M17LAP inhibition = P. falciparum M17LAP inhibitors, primary screen, biochemical, fluorogenic H-Leu-NHMec substrate, 1536-well (AID 1619); Leucine aminopeptidase (Plasmodium falciparum (isolate 3D7)); recombinant M17LAP, H-Leu-NHMec fluorogenic kinetic assay; higher % means a stronger effect; inhibition, % at 30 µM; hits with a dose series show IC50 in µM; 220,000 compounds, 0.38% hits;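 active = compound inhibiting the enzyme by more than half at any dose during confirmatory dose-response retesting; inconclusive = strong single-dose inhibitors picked by rank but not retested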;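 also: plate controls were full reaction with DMSO carrier for no effect and no enzyme background for full effect; strong numbers were not always called active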
# Yfh1-off respiration = enhancers of respiration in Yfh1-depleted yeast, dose response, Friedreich's ataxia, plus single-dose screen (AID 1465); S. cerevisiae Yfh1-off respiration, WST-1 reduction, 72 h; higher fold induction means a stronger effect; fold induction at 50 µM, or EC50 in µM where a hit was titrated; 220,000 compounds, 0.074% hits;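 active = fold induction of absorbance versus untreated yeast above a set limit, then at least 30% activation at any dose in follow-up; inconclusive = repeats straddling the limit, or above it without dose testing; inactive = fold induction below the set limit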;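 also: activators that raise dye reduction in frataxin-depleted yeast; strong numbers were not always called active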
# P. falciparum M1AAP = P. falciparum M1AAP inhibitors, biochemical, fluorogenic H-Leu-NHMec substrate, 1536-well (AID 1445) | Aminopeptidase N (Plasmodium falciparum (isolate 3D7)) | recombinant M1AAP, H-Leu-NHMec fluorogenic kinetic assay; higher % means a stronger effect | inhibition, % at 30 µM; hits with a dose series show IC50 in µM | 220,000 compounds, 0.42% hits;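 active = primary inhibition above the hit cutoff, then over 50% inhibition at one or more dose response concentrations, cut at about 23% in these data, passing the limit was not always enough; inconclusive = conflicting primary data, or primary hits not chosen for dose response; inactive = low primary inhibition, or under 50% at every dose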;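 also: plate controls were DMSO full reaction for no effect and no enzyme background for full effect; strong numbers were not always called active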
# PMI inhibition = human PMI inhibitors, high substrate, primary screen, biochemical, fluorescence intensity, high mannose 6-phosphate (AID 1220); Mannose-6-phosphate isomerase (Homo sapiens); recombinant PMI enzyme, coupled fluorescence intensity; higher % means a stronger effect; inhibition, % at 20 µM, or IC50 in µM where a hit was titrated; 190,000 compounds, 0.66% hits; in the data active = inhibition above about 50%
# West Nile antiviral = West Nile virus antiviral activity, cell-based, CPE readout (AID 1621). West Nile virus-infected cells, CPE inhibition; higher % means a stronger effect. one-dose CPE inhibition, % at 10 µM; IC50 in µM for titrated hits. 290,000 compounds, 0.02% hits; in the data active = a potency from the dose series; inconclusive = CPE inhibition mostly from about 3.7% at the one dose, without a potency; inactive = the rest, 99 in 100 with CPE inhibition below about 2.2%; also: strong numbers were not always called active
# Starred values were filed as active, the others as inactive; i = inactive; ? = inconclusive; · = not tested or not shown.
SMILES,XIAP antagonists,Salmonella PhoP GFP,ER stress rescue,SIAH1 antagonists,M17LAP inhibition,Yfh1-off respiration,P. falciparum M1AAP,PMI inhibition,West Nile antiviral
Cn1c(=O)cc(N2CCCCC2)[nH]c1=O,1.0%,1.7%,1.5%,3.9%,1.6%,i,6.9%,21.0%,0.0%
Cc1nn(-c2nc3ccccc3n2Cc2ccccc2)c2c1C(=O)CC(C)(C)C2,-11.8%,10.8%,1.2%,8.6%,-1.4%,i,8.0%,11.8%,-0.3%
Cc1c(NC(=O)COC(=O)COc2ccc(Nc3ccccc3)cc2)c(=O)n(-c2ccccc2)n1C,-7.8%,-19.2%,-1.7%,0.0%,7.8%,i,9.2%,28.6%,0.7%
Cc1cc(C)c2c(-n3cccc3)nn(CC#N)c2n1,2.5%,-3.5%,0.3%,-1.2%,3.7%,i,13.1%,-9.0%,-0.1%
Cc1nc(N2CCN(C(=O)c3ccco3)CC2)c2c3c(sc2n1)CC(C)CC3 (stereo unspecified),-2.5%,-6.2%,i,1.6%,-16.1%,i,11.4%,23.1%,-1.2%
O=C(NNC(=O)c1cccnc1SCc1cccc([N+](=O)[O-])c1)c1ccc(F)cc1,-10.2%,-4.4%,-0.2%,6.7%,9.3%,i,6.9%,2.9%,-1.2%
CC(C(=O)NCc1cccs1)n1cccc1 (stereo unspecified),-3.0%,4.1%,1.5%,2.9%,14.3%,i,7.3%,-4.0%,0.3%
Cc1cc(C)n(CC2CC(=O)N(c3ccc(F)c(Cl)c3)C2=O)n1 (stereo unspecified),-4.2%,-0.5%,0.6%,0.4%,11.4%,i,3.6%,-14.1%,0.1%
O=C(c1ccccc1)N1CCN(C(=O)C23CC4CC(CC(C4)C2)C3)CC1,1.7%,-9.1%,-0.7%,1.9%,-7.1%,i,-3.3%,2.5%,-0.6%
Cc1cccc(CSc2ccc(-c3ccco3)nn2)c1,-11.0%,0.3%,-2.8%,45.6%,8.9%,i,2.8%,3.2%,-0.1%
OCC1(Cc2ccccc2)CCCN(Cc2cnn(-c3ccccc3)c2)C1 (stereo unspecified),-10.9%,6.9%,-1.4%,0.0%,2.9%,i,2.1%,-4.4%,-0.4%
COc1ccccc1N1CCN(C(=O)c2ccc(C(C)(C)C)cc2)CC1,-1.4%,5.4%,-2.3%,-2.7%,5.0%,i,0.3%,7.5%,0.5%
OC1(c2ccc(Br)cc2)CN(c2ccccc2)C2=[N+]1CCS2 (stereo unspecified),-7.5%,-9.8%,2.5%,-2.7%,-1.8%,i,4.4%,3.4%,-0.4%
CCOC(=O)N1CCN(C(=O)c2ccc3c(c2)N(CC)CCS3)CC1,-3.5%,-1.2%,-0.5%,-2.4%,-18.4%,i,2.1%,-9.4%,0.3%
COc1ccc2cc(C(=O)Nc3ccc(F)cc3)sc(=O)c2c1OC,-1.5%,-10.4%,-0.9%,24.6%,-4.9%,i,-3.1%,-8.5%,0.4%
O=C(/C=C/c1cccc(Cl)c1)c1nc2ccccc2[nH]1,-3.2%,16.4%,-1.4%,0.4%,2.7%,i,0.9%,6.6%,?
CCNS(=O)(=O)c1cc(OC)ccc1OC,-3.4%,8.2%,-0.8%,-2.8%,9.4%,i,16.5%,6.8%,-0.2%
O=C(Nc1ccc(N2CCCC2)cc1)C(c1ccccc1)c1ccccc1,3.8%,4.9%,1.8%,2.7%,8.8%,?,5.5%,-64.6%,-0.2%
C=CCNCCCCOc1ccccc1-c1ccccc1,-4.6%,2.2%,-2.9%,5.8%,-1.0%,i,4.8%,2.6%,-1.4%
CCN(CC)c1ccc(/C=N/NC(=O)c2cc(C)nc3ccccc23)cc1,·,0.4%,·,-2.9%,-5.1%,i,4.7%,·,0.5%
COc1ccc(NC(=O)C2CCN(C(=O)c3ccccc3)CC2)c(OC)c1,-2.2%,-9.9%,-0.7%,-4.0%,-4.2%,i,-2.3%,8.5%,-0.3%
COc1ccc(C=O)cc1COc1ccccc1F,1.9%,-1.6%,4.2%,9.1%,-8.8%,i,9.8%,8.1%,-0.2%
Brc1ccc(-c2noc(C3CCCCC3)n2)cc1,-4.9%,-2.4%,-2.0%,2.9%,3.5%,i,0.9%,7.6%,-0.4%
Cn1c(=O)c(Oc2ccc(Cl)cc2)c(O)c2ccccc21,-6.2%,-0.1%,4.2%,-0.6%,5.9%,i,-0.6%,15.7%,0.4%
CC(C)Cn1c(CCC(=O)O)ccc1-c1cccs1,11.4%,12.1%,-1.4%,2.2%,24.2%,i,-3.4%,20.3%,1.0%
# Further structures
SMILES,XIAP antagonists,Salmonella PhoP GFP,ER stress rescue,SIAH1 antagonists,M17LAP inhibition,Yfh1-off respiration,P. falciparum M1AAP,PMI inhibition,West Nile antiviral
CCOc1ccc(C)cc1-n1nc2ccccc2n1,-3.2%,5.3%,-0.7%,-1.7%,3.5%,i,-0.8%,10.2%,0.1%
Cc1nn(C)c(Oc2ccc(Cl)cc2)c1C=O,1.5%,-1.6%,-0.1%,2.7%,0.2%,i,6.3%,-4.9%,-0.3%
COC(=O)c1ccnc(SCC(=O)c2ccccc2)c1,-4.1%,2.1%,-1.9%,0.3%,4.1%,i,2.1%,-6.9%,0.1%
CS(=O)(=O)N(CC(=O)NCc1ccccn1)Cc1ccc(Cl)cc1,-1.5%,-7.1%,-2.7%,1.3%,0.2%,i,3.8%,-8.3%,-0.2%
NCCCC[C@H]1CNC(=O)C(=O)N1CCc1cccc2ccccc12,·,-4.7%,·,2.9%,4.3%,i,4.5%,·,0.1%
CCOC(=O)c1c(NC(=O)Nc2ccccc2)sc(C)c1C,1.1%,-6.2%,-0.6%,5.1%,0.4%,i,4.7%,7.8%,-0.2%
C/C(=N\NC(=O)CSc1nc2ccccc2o1)c1cccc(O)c1,·,-2.0%,·,7.2%,-1.1%,i,-0.4%,·,0.8%
CCOC(=O)Cc1csc(NC(=O)c2cc3c(s2)CCCC3)n1,-1.0%,4.5%,-2.7%,1.8%,10.3%,i,-20.5%,5.3%,-0.2%
CCOC(=O)C1(Cc2ccccc2)CCN(Cc2cnn(C(C)C)c2)CC1,-7.0%,-4.1%,-1.0%,4.8%,-2.2%,i,0.8%,0.7%,0.2%
CCCNC(=O)c1oc2ccc3c(c2c1C)C(=O)CC(C)(C)O3,-2.7%,-4.6%,-6.4%,-2.7%,-9.9%,i,6.2%,-4.0%,-0.4%
O=C(CS(=O)(=O)c1c[nH]c2ccccc12)N1CCCc2ccccc21,-4.6%,2.6%,-2.1%,-6.4%,-8.8%,i,5.2%,-1.1%,0.2%
Cc1cc(NC(=O)c2cc3ccccc3o2)cc(C)c1OCC(=O)N1CCOCC1,-9.8%,-7.1%,-0.3%,8.2%,-3.9%,i,0.0%,10.1%,1.4%
CC(C)NCCCCOc1cccc(Br)c1,-0.8%,-3.3%,-2.2%,0.9%,-7.0%,i,-3.2%,1.9%,-0.7%
CC(C)C(NC(=O)C1CCCCC1)C(=O)N1CCN(c2ccc(F)cc2)CC1 (stereo unspecified),-23.7%,-7.8%,0.3%,1.1%,-10.8%,i,7.7%,2.9%,-1.5%
O=C(O)c1cccc(-n2cccc2/C=N/O)c1,2.2%,-14.1%,0.9%,6.7%,-1.4%,i,6.1%,11.3%,-0.3%
O=C(c1ccc(S(=O)(=O)c2ccccc2)cc1)N1CCCCCC1,-2.0%,2.0%,2.0%,1.7%,5.7%,i,5.1%,4.0%,-1.4%
CCN1CCS/C1=C/C=C/C1=[N+](CC)CCS1,-8.0%,-18.7%,4.3%,-5.0%,59.2%,56.3µM*,16.5%,6.4%,-2.0%
Cc1ccc(N=C2NC(=O)/C(=C/c3cccn3C)S2)c(C)c1,·,-16.0%,·,13.2%,7.4%,i,4.2%,·,-0.2%
CCOC(=O)N1CCN(C(=O)c2ccccc2NC(=O)COc2ccccc2C)CC1,-3.1%,-2.8%,1.7%,0.1%,3.9%,·,4.8%,-5.1%,·
CCC(C)n1c(SCc2ccc([N+](=O)[O-])cc2)nc2ccsc2c1=O (stereo unspecified),-5.3%,-3.8%,0.4%,25.4%,-16.9%,i,-1.8%,-0.3%,1.1%
COc1ccc(C(=O)Nc2ncc(C)s2)cc1S(=O)(=O)N1CCCC1,5.1%,3.2%,-0.7%,-1.5%,7.4%,i,0.0%,-2.0%,-0.3%
COc1ccc(OC)c(/C=C(\NC(=O)c2ccccc2)C(=O)N/N=C/c2ccc(C)s2)c1,-6.9%,0.2%,-3.0%,-2.5%,0.9%,i,6.5%,-1.6%,-0.2%
Cc1cccc(S(=O)(=O)NCCC(=O)OCC(=O)Nc2ccc(C#N)cc2)c1,-4.2%,-10.2%,-0.7%,-1.3%,-1.2%,i,1.4%,13.7%,-0.5%
NC(=O)NCC1CC1,-6.9%,0.0%,-2.9%,7.1%,4.0%,i,1.0%,7.1%,-0.4%
Cc1ccc(-c2csc(NC(=O)CN3C(=O)CCC3=O)n2)cc1,-8.5%,1.9%,-1.3%,1.6%,13.3%,i,3.6%,-4.4%,-0.6%
CCN(CC)S(=O)(=O)c1ccc(C(=O)Nc2cc(C)cc(C)c2)cc1,1.1%,-5.7%,-0.9%,2.2%,-7.5%,i,0.8%,10.9%,0.4%
C=CCOC(=O)C1=C[C@@H](c2ccc(Br)cc2)[C@H](CCCO)[C@@H](OCC)O1,-7.1%,-3.8%,3.4%,-3.2%,6.6%,i,0.3%,18.1%,0.3%

# Molecules from the list above containing a furan ring, fused or not (4):
SMILES,XIAP antagonists,Salmonella PhoP GFP,ER stress rescue,SIAH1 antagonists,M17LAP inhibition,Yfh1-off respiration,P. falciparum M1AAP,PMI inhibition,West Nile antiviral
Cc1nc(N2CCN(C(=O)c3ccco3)CC2)c2c3c(sc2n1)CC(C)CC3 (stereo unspecified),-2.5%,-6.2%,i,1.6%,-16.1%,i,11.4%,23.1%,-1.2%
Cc1cccc(CSc2ccc(-c3ccco3)nn2)c1,-11.0%,0.3%,-2.8%,45.6%,8.9%,i,2.8%,3.2%,-0.1%
CCCNC(=O)c1oc2ccc3c(c2c1C)C(=O)CC(C)(C)O3,-2.7%,-4.6%,-6.4%,-2.7%,-9.9%,i,6.2%,-4.0%,-0.4%
Cc1cc(NC(=O)c2cc3ccccc3o2)cc(C)c1OCC(=O)N1CCOCC1,-9.8%,-7.1%,-0.3%,8.2%,-3.9%,i,0.0%,10.1%,1.4%
